Compound activity from PubChem.
Jurkat NFkB inh = lowers PMA/ionomycin-induced NF-kB signal in Jurkat cells. PMA/ionomycin-induced NF-kB luciferase reporter, luminescence. inhibition, % at 4 µM. hit rate 0.53% among 330,000
SENP7 inh = inhibitors of human SENP7 protease. recombinant SENP7, Z-RLRGG-aminoluciferin luminescence, 40 min. inhibition, % at 5 µM. hit rate 1.5% among 330,000;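 active = inhibition above about 50% at the single test dose, limit read from the data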;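 also: plate controls were DMSO with enzyme for no effect and no enzyme buffer wells for full effect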
Target sequence (Q9BQF6 706-1050 limits assumed): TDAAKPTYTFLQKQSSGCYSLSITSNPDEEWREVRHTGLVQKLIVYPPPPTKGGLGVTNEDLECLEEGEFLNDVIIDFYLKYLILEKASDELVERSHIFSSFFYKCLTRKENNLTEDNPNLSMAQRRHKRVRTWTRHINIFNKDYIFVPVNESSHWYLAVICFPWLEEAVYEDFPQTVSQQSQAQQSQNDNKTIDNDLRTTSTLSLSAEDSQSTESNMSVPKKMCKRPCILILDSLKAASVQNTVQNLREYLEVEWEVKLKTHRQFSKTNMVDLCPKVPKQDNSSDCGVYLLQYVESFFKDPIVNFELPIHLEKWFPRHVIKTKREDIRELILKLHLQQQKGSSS
UBC13 inh = human UBC13 polyubiquitination inhibition; P61088; UBC13 polyubiquitin chain formation, TR-FRET; inhibition, % at 20 µM; hit rate 0.47% among 330,000; AID 485273; in the data active = inhibition above about 45%, passing the limit was not always enough
Target sequence (P61088 whole entry, looked up): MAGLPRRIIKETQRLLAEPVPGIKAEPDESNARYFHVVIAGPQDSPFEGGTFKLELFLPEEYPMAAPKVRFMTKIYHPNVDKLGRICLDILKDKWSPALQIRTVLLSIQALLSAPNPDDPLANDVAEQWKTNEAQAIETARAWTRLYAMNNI
Gli-Sufu block = blocks Gli-Sufu signaling in a luciferase reporter; Sufu-KO-LIGHT fibroblasts, Gli luciferase reporter luminescence; inhibition, % at 5 µM; hit rate 0.74% among 340,000;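 active = inhibition above about 55%, limit read from the data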;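 also: 0% = DMSO-treated cells and 100% = wells with medium but no cells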
Apaf1 inhib = inhibitors of human Apaf-1 apoptosome; reconstituted apoptosome caspase-3 activity, DEVD-Rh110 fluorescence; inhibition, % at 20 µM; hit rate 0.71% among 330,000; AID 489030; active = inhibition of at least 40% at 20 µM;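 also: plate controls were DMSO wells for no effect and DEVD-CHO caspase inhibitor wells for full effect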
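Material: biochemical Apaf-1 apoptosome reconstitution. Medium: Hepes buffer, pH 7.5. Also added: cytochrome c activation, bis-DEVD rhodamine 110 substrate. Timing: 30 min compound preincubation, 50 min activation, room temperature. Measured by: rhodamine 110 fluorescence at Ex 480/Em 540 nm.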
SENP8 inh = blocks the human protease SENP8; hit rate 1.2% among 330,000; purified SENP8, Z-RLRGG-aminoluciferin cleavage, luminescence; inhibition, % at 10 µM; Q96LD8
Target sequence (Q96LD8 whole entry, looked up): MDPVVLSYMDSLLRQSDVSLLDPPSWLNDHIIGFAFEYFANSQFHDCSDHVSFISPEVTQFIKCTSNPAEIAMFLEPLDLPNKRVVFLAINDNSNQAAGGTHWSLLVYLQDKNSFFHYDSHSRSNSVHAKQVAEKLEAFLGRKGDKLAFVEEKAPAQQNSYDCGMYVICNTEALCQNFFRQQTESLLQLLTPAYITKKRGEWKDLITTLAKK
697 NFkB inh = lowers PMA/ionomycin-induced NF-kB signal in 697 B cells; 697 B-cell NF-kB luciferase reporter, 16 h; inhibition, % at 4 µM; hit rate 0.33% among 330,000; AID 435022; in the data active = inhibition above about 35%
HKDC1 inh = HKDC1 (human) hexokinase inhibition; hit rate 0.16% among 340,000; recombinant HKDC1, G6PDH/diaphorase resazurin coupled fluorescence; inhibition, % at 20 µM; AID 493160;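 active = inhibition above about 35% when tested at 20 µM, limit read from the data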;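 also: plate controls were DMSO wells with enzyme for no effect and DMSO wells lacking enzyme for full effect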
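Material: recombinant HKDC1 hexokinase; Amount: HKDC1 at 5 µg/mL; Medium: Tris pH 8.0 buffer with MgCl2, Tween-20, BSA, BME; Schedule: 90 min reaction incubation at room temperature, dark; Technique: coupled resazurin fluorescence, excitation 525 nm, emission 613 nm.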
* marks the source's active call; other numbers are inactive results; . = no result given. Rule as the data show it, unless noted: active = inhibition above about 50%; inactive = the rest.

no. | structure | Jurkat NFkB inh | SENP7 inh | UBC13 inh | Gli-Sufu block
1 | Cc1noc(NS(=O)(=O)c2ccc(NC(=O)C34CCC(CC3)C4)cc2)c1C | -23 | 0 | -4 | .
2 | CCOc1ccc(CN(C)C(=O)[C@H](C)NC(=O)c2ccco2)cc1OC | 0 | 0 | -10 | -26
3 | Cc1nn(CC(=O)NCCCc2ccccc2)c(=O)c2cccn12 | -12 | 0 | 0 | 0
4 | O=C(COC(=O)C1CC1)Nc1ccc(Oc2ccccc2)cc1 | -11 | -1 | 12 | 9
5 | Cc1ccccc1C(=O)NC(CC(C)C)C(=O)NCC(C)(C)N1CCOCC1 (configuration not stated) | 2 | 4 | 4 | 0
6 | Nc1cc(S(=O)(=O)Nc2ccccc2Cl)ccc1N1CCCCC1 | 3 | 5 | 10 | 36
7 | CCC(=O)N(Cc1cc(=O)[nH]c2ccccc12)c1ccccc1C | 15 | 3 | 14 | 8
8 | Cc1c(Cl)cccc1NC(=O)Cn1c(CCC(=O)O)ccc1-c1ccccc1 | -1 | 5 | -2 | 3

no. | Apaf1 inhib | SENP8 inh | 697 NFkB inh | HKDC1 inh
1 | -16 | 5 | -31 | 3
2 | 4 | 14 | -17 | -4
3 | 4 | -1 | 2 | -2
4 | 0 | -10 | 10 | -5
5 | -5 | -7 | -3 | -3
6 | 3 | 12 | -21 | -5
7 | -23 | 9 | 3 | -9
8 | 6 | -8 | 10 | -3

The list goes on.
no. | structure | Jurkat NFkB inh | SENP7 inh | UBC13 inh | Gli-Sufu block
9 | CC(C)(C)C(=O)CSc1ccc(S(=O)(=O)N2CCN(Cc3ccccc3)CC2)cn1 | 1 | 7 | 14 | 4
10 | Cc1ccc(Cl)cc1NS(=O)(=O)c1cn(C)nc1C | -4 | 3 | -1 | -5
11 | Cc1ccc(C(=O)N/C(=C\c2cn(S(=O)(=O)N(C)C)c3ccccc23)C(=O)N2CCCC2)cc1 | 7 | -4 | 3 | 5
12 | Cc1ccc2[nH]c3c(c2c1)CNCC3 | 1 | 5 | 7 | 5
13 | Cc1cc(OCC(=O)Nc2cccc(S(=O)(=O)NC3=NCCCCC3)c2)ccc1Cl | 10 | -6 | 7 | 6
14 | CC(=O)Nc1ccc(-c2csc(NC(=O)C3CC(=O)N(c4ccc5c(c4)OCCO5)C3)n2)cc1 (configuration not stated) | -5 | -1 | -7 | 4
15 | C=CCNc1nc(=S)[nH]c2cc(OC)c(OC)cc12 | -12 | -1 | -2 | 13
16 | COC1=C(c2ccccc2)C(=O)c2ccccc2C1=O | -8 | 13 | -45 | -4

no. | Apaf1 inhib | SENP8 inh | 697 NFkB inh | HKDC1 inh
9 | 14 | -7 | 11 | 6
10 | 7 | -3 | 0 | -5
11 | 9 | -6 | 1 | 1
12 | 4 | 1 | 4 | -6
13 | 11 | 8 | 10 | -7
14 | -3 | -9 | -7 | -3
15 | 6 | 4 | -10 | -6
16 | 16 | 3 | -4 | 11

Complete entries from above. Order of values: Jurkat NFkB inh | SENP7 inh | UBC13 inh | Gli-Sufu block | Apaf1 inhib | SENP8 inh | 697 NFkB inh | HKDC1 inh
CC(C)(C)C(=O)CSc1ccc(S(=O)(=O)N2CCN(Cc3ccccc3)CC2)cn1 is entered as 1 | 7 | 14 | 4 | 14 | -7 | 11 | 6
Cc1ccc(C(=O)N/C(=C\c2cn(S(=O)(=O)N(C)C)c3ccccc23)C(=O)N2CCCC2)cc1 is entered as 7 | -4 | 3 | 5 | 9 | -6 | 1 | 1
Cc1ccc(Cl)cc1NS(=O)(=O)c1cn(C)nc1C is entered as -4 | 3 | -1 | -5 | 7 | -3 | 0 | -5

Sorted by the number under UBC13 inh (ascending): some entries from above.
nr	molecule	UBC13 inh
16	COC1=C(c2ccccc2)C(=O)c2ccccc2C1=O	-45
14	CC(=O)Nc1ccc(-c2csc(NC(=O)C3CC(=O)N(c4ccc5c(c4)OCCO5)C3)n2)cc1 (configuration not stated)	-7
15	C=CCNc1nc(=S)[nH]c2cc(OC)c(OC)cc12	-2

Further entries follow.
no. | structure | Jurkat NFkB inh | SENP7 inh | UBC13 inh | Gli-Sufu block
17 | CCOC(=O)c1oc2ccccc2c1NC(=O)COc1ccc(F)cc1 | -3 | 3 | 17 | -6
18 | C=CCSC1=N/C(=C\c2ccc3c(c2)OCO3)C(=O)S1 | 18 | 6 | -2 | 12
19 | Cc1ccc(S(=O)(=O)N2CCN(C(=O)c3ccccn3)CC2)cc1 | -12 | 0 | -2 | -18
20 | Cc1ccc2c(c1)nnn2C1CCN(C(=O)NCc2ccccc2)CC1 | -5 | 1 | 1 | -4
21 | O=C(COc1ccccc1[N+](=O)[O-])NCC1(N2CCOCC2)CCCCC1 | -3 | 2 | -1 | -7
22 | N=C1/C(=C/c2cccn2-c2ccc([N+](=O)[O-])cc2)C(=O)N=C2SC=CN12 | 14 | -5 | -2 | 2
23 | O=C(CCCc1cccs1)NCCc1c[nH]c2ccccc12 | -43 | -8 | 2 | -5
24 | CC(=O)c1sc(NC(=O)c2cnc(Cl)c(Cl)c2)nc1C | -39 | 66* | -7 | -11

no. | Apaf1 inhib | SENP8 inh | 697 NFkB inh | HKDC1 inh
17 | -6 | 13 | 5 | -10
18 | 0 | -1 | 24 | -2
19 | -6 | -5 | 13 | -13
20 | 2 | -15 | -11 | 3
21 | 3 | 3 | 1 | -1
22 | 4 | -1 | 29 | -5
23 | 14 | -8 | -41 | 2
24 | 2 | 77* | 0 | 0

Next compounds.
no. | structure | Jurkat NFkB inh | SENP7 inh | UBC13 inh | Gli-Sufu block
25 | CCc1nc2scc(-c3ccc(C)cc3)c2c(=O)n1N | -4 | 1 | -3 | -10
26 | CC(C)(C)OC(=O)C[C@@H]1C/C=C\C[C@H](CC(=O)NCCO)C(=O)N[C@@H](Cc2ccccc2)COC1=O | 3 | 5 | 4 | -1
27 | CC(C)c1ccc(C(=O)N/N=C/c2cccc(Cl)c2Cl)cc1 | -17 | -5 | -1 | -30
28 | COC(=O)NNC1=CC(=O)CC(C)(C)C1 | -8 | -6 | -2 | 0
29 | O=C(COC(=O)Cc1ccsc1)Nc1ccc(Br)cc1 | -1 | 3 | 9 | -7
30 | Cc1ccc(OCC(=O)NC(=S)Nc2cccc(NC(=O)c3ccccc3)c2)cc1 | 0 | 2 | 9 | 3
31 | Cc1nnc(SC(C)C(=O)Nc2ccc(S(=O)(=O)N3CCCCCC3)cc2)s1 (configuration not stated) | 11 | -1 | 4 | 6
32 | CC1(C(=O)O)CCC(C(=O)NCCc2ccccc2)C1(C)C (configuration not stated) | -27 | -14 | -9 | 2

no. | Apaf1 inhib | SENP8 inh | 697 NFkB inh | HKDC1 inh
25 | -3 | 2 | -38 | -5
26 | 5 | -6 | 11 | -6
27 | -1 | -14 | -12 | -3
28 | -3 | -15 | 20 | 1
29 | -1 | 3 | 28 | -3
30 | -7 | 0 | 13 | -2
31 | 1 | -3 | 2 | -3
32 | 4 | -3 | -32 | 0

More structures follow:
no. | structure | Jurkat NFkB inh | SENP7 inh | UBC13 inh | Gli-Sufu block
33 | Cc1cc(Nc2cccc(Cl)c2C)n2ncnc2n1 | 6 | -1 | 9 | -19
34 | N#Cc1ccccc1S(=O)(=O)N1CCN(CC(=O)Nc2ccnn2C2CCCC2)CC1 | 11 | -13 | 2 | 3
35 | CCOc1ccccc1NC(=O)CN(c1ccc(OC)cc1OC)S(=O)(=O)c1ccccc1[N+](=O)[O-] | -18 | -2 | -5 | 22
36 | COc1cc(OC)c(-n2c(C)cc(C=O)c2C)cc1Cl | -8 | 0 | -15 | 18
37 | CCC(=O)N1CCc2cc(S(=O)(=O)CCC(=O)N3CCN(c4ccc(C(C)=O)cc4)CC3)ccc21 | 13 | 2 | 2 | 1
38 | CN(Cc1nccs1)C(=O)C1CCC(=O)N(CCCc2ccccc2)C1 (configuration not stated) | -8 | 1 | -2 | -8
39 | CC(C)C(C)(C#N)NC(=O)CSc1nc2scc(-c3ccccc3)c2c(=O)[nH]1 (configuration not stated) | 17 | 0 | -2 | 2
40 | COc1cc2c(cc1OC)C(C)N(S(=O)(=O)c1cn(C)cn1)CC2 (configuration not stated) | -13 | -11 | -6 | 1

no. | Apaf1 inhib | SENP8 inh | 697 NFkB inh | HKDC1 inh
33 | -7 | 2 | 2 | -3
34 | -10 | -9 | -2 | -2
35 | 5 | -4 | 4 | -6
36 | 2 | -3 | 8 | -7
37 | 3 | -4 | 8 | 4
38 | 0 | -5 | -5 | -6
39 | -3 | -2 | 1 | -2
40 | -9 | -10 | -22 | -3

(next part)
no. | structure | Jurkat NFkB inh | SENP7 inh | UBC13 inh | Gli-Sufu block
41 | C1CC2CN(c3nc4nonc4nc3N3CCSCC3)CCN2C1 (configuration not stated) | -12 | 1 | -2 | -3
42 | O=C(CN1C(=O)C(=O)N(C2CCCC2)C1=O)Nc1ccc(N2CCOCC2)cc1 | -6 | -15 | -6 | 3
43 | CCOc1ccc(S(=O)(=O)Nc2cc(F)ccc2F)c2cccnc12 | 7 | 5 | 2 | -5
44 | CN1Cc2cc(C(=O)c3ccccc3O)cnc2NC1=O | -2 | 0 | -5 | -2
45 | COc1ccccc1-n1c(SCC(N)=O)nnc1-c1ccc(S(=O)(=O)N2CCCCC2)cc1 | -4 | -7 | 9 | 2
46 | O=C(Cc1ccc(Cl)cc1)NC1CCCCCC1 | -14 | -1 | 5 | -33
47 | CC1CCC(C(C)C)C(OC(=O)Cn2c(-c3ccc(F)cc3)[n+](C)c3ccccc32)C1 (configuration not stated) | 37 | -9 | 15 | 81*
48 | COc1ccc(/C=N/NC(=O)c2ccc(CN3C(=O)c4cccc5cccc3c45)cc2)cc1O | -4 | 5 | 24 | 3

no. | Apaf1 inhib | SENP8 inh | 697 NFkB inh | HKDC1 inh
41 | 2 | -2 | 6 | -8
42 | 0 | -8 | -4 | 3
43 | 10 | 1 | 0 | 2
44 | -2 | -1 | 17 | -4
45 | -20 | 4 | 19 | -5
46 | 6 | -11 | -6 | -9
47 | 29 | -12 | -106 | -14
48 | -15 | 0 | 3 | -2

Additional compounds
no. | structure | Jurkat NFkB inh | SENP7 inh | UBC13 inh | Gli-Sufu block
49 | CC1CCCC(C)N1C(=O)Cn1nnc(-c2ccc([N+](=O)[O-])cc2)n1 (configuration not stated) | -12 | -9 | 2 | -1
50 | COc1cc(CCN2C(=O)c3cccc4cccc(c34)C2=O)c(S(=O)(=O)NCCCO)cc1OC | 9 | -6 | -19 | -7
51 | CN(C)c1oc(-c2ccc(OCc3ccccc3)cc2)nc1C#N | -40 | 8 | 10 | 14
52 | COc1cc2c(cc1OC)/C(=C/C(=O)c1ccc([N+](=O)[O-])c(C)c1)NCC2 | -5 | 5 | -2 | 5
53 | Cc1cc(-c2c(C)[nH]n(-c3ccc(Cl)cc3)c2=O)n(-c2ccccc2)n1 | 5 | -1 | 8 | 12
54 | CCN(CC)c1ccc(C=C(c2nnnn2-c2ccccc2)c2nnnn2-c2ccccc2)cc1 | 3 | 7 | -4 | 18
55 | COc1ccccc1NC(=O)c1cc(S(=O)(=O)N2CCCCCC2)ccc1F | -11 | 4 | 68* | 5
56 | Cc1ccccc1SCC(=O)NNC(=O)c1ccccc1O | -10 | 7 | 2 | -1
57 | Cc1ccc(S(=O)(=O)N2CCN(C(=O)CC3CCCC3)CC2)cc1 | -14 | 9 | 3 | -6

no. | Apaf1 inhib | SENP8 inh | 697 NFkB inh | HKDC1 inh
49 | -16 | 10 | 21 | -7
50 | 20 | -6 | 4 | -2
51 | 21 | 13 | -21 | 7
52 | 13 | -3 | 8 | 2
53 | 4 | 2 | 11 | -2
54 | 8 | -1 | 1 | 9
55 | 21 | 6 | -12 | 4
56 | 5 | -5 | -12 | -18
57 | 9 | -2 | -5 | -12

Compounds as they come; about 3.6% have a hit in one of these screens.
